# Screens deposited in PubChem BioAssay by several laboratories.
# PostGolgi ctrl: yeast control strain growth, post-Golgi counter-screen. inhibition, % at 10 µM. efflux-deficient yeast background strain, growth absorbance A615, 16 h. 98,000 tested, 5% active
# PTK2B oligo ant: blocks oligomerization of human Pyk2 in cells; Q14289; 99,000 tested, 0.83% active; AID 1347419; z-score (the deposit names both 25 µM and 10 µM); Q293 cells, Pyk2 FERM NanoBiT luminescence; active compounds read low;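 active means Z-score of -3 or lower, scaled per plate to the spread of control and sample wells; inactive means z-score above -3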;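 further: negative z-score means lost luminescence so less FERM oligomerization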
# Target sequence (Q14289 whole entry, looked up): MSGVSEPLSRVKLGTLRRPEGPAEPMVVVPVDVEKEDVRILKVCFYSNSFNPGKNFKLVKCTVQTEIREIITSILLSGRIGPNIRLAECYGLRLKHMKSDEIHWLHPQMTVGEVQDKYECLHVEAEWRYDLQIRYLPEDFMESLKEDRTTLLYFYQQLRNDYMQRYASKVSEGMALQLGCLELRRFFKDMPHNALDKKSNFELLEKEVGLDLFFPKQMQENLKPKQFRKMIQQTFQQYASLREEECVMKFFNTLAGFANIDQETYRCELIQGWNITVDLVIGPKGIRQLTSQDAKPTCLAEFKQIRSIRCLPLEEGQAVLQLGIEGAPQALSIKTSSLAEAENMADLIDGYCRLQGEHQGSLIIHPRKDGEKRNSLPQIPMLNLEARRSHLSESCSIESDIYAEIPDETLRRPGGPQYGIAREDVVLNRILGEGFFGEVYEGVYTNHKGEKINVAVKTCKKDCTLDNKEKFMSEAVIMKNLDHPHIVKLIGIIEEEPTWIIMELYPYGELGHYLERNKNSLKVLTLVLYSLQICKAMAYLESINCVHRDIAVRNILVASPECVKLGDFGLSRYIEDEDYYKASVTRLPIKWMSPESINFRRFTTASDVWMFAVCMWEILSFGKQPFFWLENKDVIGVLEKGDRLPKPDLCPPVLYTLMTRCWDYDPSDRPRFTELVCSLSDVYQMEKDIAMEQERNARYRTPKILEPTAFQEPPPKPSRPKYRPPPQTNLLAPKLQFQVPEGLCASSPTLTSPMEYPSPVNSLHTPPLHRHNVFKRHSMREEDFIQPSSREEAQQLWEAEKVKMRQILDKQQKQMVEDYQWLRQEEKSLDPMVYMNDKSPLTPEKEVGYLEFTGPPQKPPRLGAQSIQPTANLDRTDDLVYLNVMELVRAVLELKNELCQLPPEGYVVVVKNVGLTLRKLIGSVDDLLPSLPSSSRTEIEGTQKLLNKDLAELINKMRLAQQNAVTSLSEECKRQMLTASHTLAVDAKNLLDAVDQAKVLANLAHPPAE
# DAT uptake mod: human DAT dopamine uptake with cocaine, either direction. Q01959. LLC-PK1 hDAT cells, [14C]-dopamine uptake with cocaine IC80; actives deviate in either direction. B-score at 10 µM. 110,000 tested, 1.3% active. AID 449768;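 active means Z score or B-score, a plate-position-corrected score, falls beyond the plate's 99.7% confidence bounds, in either direction; inactive means both scores lie inside the 99.7% bounds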;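 further: scored against the spread of the other compound wells on the same plate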
# PTPN22 inh 2: inhibitors of human LYP (PTPN22) phosphatase. recombinant LYP catalytic domain, DiFMUP fluorescence. inhibition, % at 2 µM. 96,000 tested, 0.21% active;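 active means inhibition at 2 µM at or above a set limit, the screen mean plus 3 SD, cut at about 24% in these data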;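 further: 0% = DMSO with enzyme and 100% = enzyme fully blocked by orthovanadate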
# Ecoli WT expand: E. coli BW25113 growth inhibition, expanded screen; OD600 absorbance; growth inhibition, % at 100 µM; AID 710; 98,000 tested, 0.15% active;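 active means growth inhibition above about 50% at one test dose, limit read from the data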;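 further: growth measured after 20 h incubation at 37 °C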
# CYP2C9 activ: CYP2C9 (human) activation | P11712 | recombinant CYP2C9, luciferin-H conversion, luminescence; active compounds read high; factor 1 = untreated enzyme, 0 = blocked | activation factor at 5 µM | 96,000 tested, 1.4% active;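 active means activation factor of 2 or more for CYP2C9 at a 5 µM dose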;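 further: 0 = sulfaphenazole-blocked wells and 1 = vehicle-only wells; values of inactives mirror those of a sister screen read the other way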
# CYP2C9 inh: inhibitors of human CYP2C9. inhibition, % at 5 µM. 96,000 tested, 20% active. P11712. CYP2C9 Supersomes, luciferin-H conversion, luminescence;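 active means blocking of liver enzyme CYP2C9 beyond about 50% at 5 µM, limit read from the data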; further: values of inactives mirror those of a sister screen read the other way
# LYP act: activators of human LYP (PTPN22) phosphatase; AID 697; activation, % at 2 µM; Q9Y2R2; recombinant LYP, DiFMUP fluorescence; 0 = plate median, 100 = signal doubled; 96,000 tested, 0.11% active;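 active means activation at 2 µM above a set limit, the mean plus 5 SD, cut at about 37% in these data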
# PostGolgi yeast: growth inhibition of a yeast mutant, post-Golgi transport screen; post-Golgi transport phenotypic cell assay; inhibition, % at 10 µM; 98,000 tested, 0.9% active;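 further: yeast cells grown in 1536-well plates; yeast grown about 18 h at 30C before absorbance read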
# Starred values were filed as active, the others as inactive; . = not tested or not shown. Unless noted, no stated cut-off is given here; in the data, active means inhibition above about 30%; inactive means the rest.
SMILES,PostGolgi ctrl,PTK2B oligo ant,DAT uptake mod,PTPN22 inh 2,Ecoli WT expand,CYP2C9 activ,CYP2C9 inh,LYP act,PostGolgi yeast
CCOC(=O)N1CCN(c2c(NCCCN(CC)c3cccc(C)c3)c(=O)c2=O)CC1,4.7,-0.05,1.07,0.4,1.0,0.8,17.4,-0.8,-1.6
Nc1cc(-c2ccccc2)ccc1O,3.2,-0.35,-0.368,10.6,30.0,0.7,26.9,-7.2,7.0
Cc1cccc(CCNC(=O)C2CCN(S(=O)(=O)c3c(C)nn(C)c3C)CC2)c1,3.5,0.2,-1.29,-4.2,2.0,1.4,-43.3,3.5,1.3
CC(C)(C)NC(=O)c1cc(F)c(F)cc1Cl,9.4,0.11,0.0332,-8.4,4.0,0.9,11.1,10.1,-2.8
CCOC(=O)N1CCN(C(=O)c2cc3sccc3n2C)CC1,2.3,-0.06,0.13,.,0.0,1.2,-17.0,.,-1.1
CCCSc1nnc(NC(=O)Nc2ccc(F)cc2)s1,20.2,-1.74,0.532,.,7.0,0.7,29.0,.,3.7
Cc1ccc2cc(CN(CCCN3CCOCC3)C(=O)NC3CCCCC3)c(=O)[nH]c2c1C,5.2,0.31,0.922,3.9,6.0,.,.,-2.7,0.5
CCn1cc(/C=N/NC(=O)c2ccc(C#N)cc2F)c2ccccc21,2.1,-0.82,1.91,5.0,7.0,0.7,32.3,-2.3,1.5
CCOc1cc(Cl)c(S(=O)(=O)NCc2ccccn2)cc1Cl,6.4,1.03,1.11,4.0,10.0,1.3,-29.8,-6.6,-1.6
NC(=O)C1CCN(C(=O)c2ccc(NC3=NC4CS(=O)(=O)CC4S3)cc2)CC1 (centres undefined),4.0,.,-0.31,5.0,7.0,1,1.9,-7.7,1.7
COc1ccccc1N1CCN(C(CNC(=O)c2ccc3c(c2)OCO3)c2cccnc2)CC1 (centres undefined),6.2,4.05,-0.195,6.2,-7.0,0.6,39.2,-5.7,2.9
O=C1CC(c2ccccc2F)c2cc3c(cc2N1)CCC3 (centres undefined),29.5,-1.66,.,6.6,-7.0,0.7,25.1,-4.1,4.4
CN(C/C(O)=C(\C#N)c1ccccc1)C1CCCCC1,-2.2,0.08,-0.884,-0.1,-2.0,1,-0.5,0.1,-5.1
O=C(CSc1nc2c(cnn2-c2ccccc2)c(=O)[nH]1)N1CCOCC1,-3.3,-0.19,0.00582,7.9,-1.0,1,1.6,-10.0,4.2
CN1CCN(C(=O)c2ccc3ccccc3c2)CC1,17.1,1.02,1.72,6.8,8.0,1.3,-28.7,-7.6,2.0
N#Cc1ccc(NC(=O)c2sc3cc(C(F)(F)F)cnc3c2-c2cccs2)cc1,-4.5,-0.21,-0.00474,-4.1,-8.0,0.4,61.5*,4.5,-6.8
CC(C)(C)c1nc2sc3c(c2c(=O)o1)CCCC3,3.8,0.52,-0.0394,-1.2,-2.0,1,-1.8,1.2,-1.9
COc1ccc(CCNC(=O)CSc2nc3c(c(=O)n(C)c(=O)n3C)n2C(C)C)cc1OC,11.7,-0.3,0.326,0.7,-10.0,0.8,21.3,-0.9,-2.2
Cc1ccccc1CSc1n[nH]c(NS(=O)(=O)c2ccccc2)n1,2.4,-1.41,-0.713,6.4,8.0,0.8,18.1,-5.0,-15.2
CNC(=O)CSCc1c(F)cccc1Cl,.,0.12,-0.25,-8.9,.,.,.,2.9,.
Cn1c(=O)c2c(nc(NCc3ccc4c(c3)OCO4)n2C)n(C)c1=O,16.3,0.23,1.06,1.2,1.0,0.8,15.7,-4.5,-5.2
CCC(=O)c1cc(F)c(N2CCN(C(=O)Cc3ccccc3)CC2)cc1C,5.8,0.07,0.539,5.0,23.0,0.2,83.5*,-8.2,4.2
Nc1c(C(=O)c2ccc(F)cc2)oc2ccccc12,0.6,0.03,-0.0411,2.0,-11.0,.,.,-2.9,-11.4
O=C(CSc1nc2ccccc2o1)Nc1ccccc1N1CCOCC1,4.6,0.7,-1.16,2.1,-1.0,0.1,94.7*,-1.5,-20.7
Cc1ccc2cccc(S(=O)(=O)n3nc(C)cc3C)c2n1,4.7,-0.67,0.379,0.6,-5.0,1.5,-53.5,1.8,-0.8
Cc1nc2ccc3nc(NC(=O)C4COc5ccccc5O4)sc3c2s1 (centres undefined),18.6,.,.,.,-2.0,0.3,67.7*,.,1.8
O=C(O)Cn1cccc1C(=O)c1ccccc1,11.9,-0.24,-1.3,3.1,7.0,.,.,-5.7,0.0
O=C1NC2NC(=O)N(C(Cc3ccccc3)C(=O)O)C2N1 (centres undefined),2.3,1.22,-1.63,-1.0,5.0,1.2,-17.2,-0.1,-14.4
COc1ccc(C)cc1NCc1cccc(OC)c1OC,4.6,0.1,-0.193,3.9,5.0,1.1,-9.2,-0.1,7.9
CCOc1ccc(-c2cc3nc(C4CCN(C(=O)OC(C)(C)C)CC4)c(C(=O)O)cn3n2)cc1,17.5,1.4,3.42*,3.0,3.0,0.2,80.7*,-5.6,3.9
C/C(=C\C(=O)c1ccc(Br)cc1)NCc1ccccc1,6.8,0.72,0.453,0.3,-9.0,0.9,10.1,1.4,5.4
N#C/C(=C/c1cc(Br)cs1)C(=O)NCC1CCCO1 (centres undefined),-12.9,0.26,0.478,-0.9,-2.0,1.5,-53.6,1.4,-1.9
CCC(C)NC(=O)C1CN(S(=O)(=O)c2ccccc2)CCN1S(=O)(=O)c1ccccc1 (centres undefined),-1.0,-0.4,0.626,.,5.0,0.8,22.8,.,-5.2
COCCCNC(=O)c1ccc(Cn2c(=O)c3ccccc3n(Cc3ccc(C)cc3)c2=O)cc1,-2.4,-0.79,0.116,9.5,-12.0,0.5,54.0*,-6.2,0.6
N#CC(c1cccc(Cl)c1)c1ccc2c(C(F)(F)F)cc(C(F)(F)F)nc2n1 (centres undefined),101.6*,-2.53,-0.13,9.4,0.0,0.2,77.7*,-6.1,99.4*
COc1cc(NC(=O)c2c(F)c(F)c(F)c(F)c2F)c(OC)cc1Cl,-6.5,-1.89,-0.821,-2.6,2.0,0.9,11.0,-0.8,12.5
CCOc1ccc(C(=O)COC(=O)CC)cc1,-0.4,0.14,0.0092,-2.3,15.0,1.2,-17.2,2.5,-1.2
Cc1cc(C(F)(F)F)c2sc(N)nc2n1,10.8,1.09,0.218,4.9,5.0,1.1,-12.3,-6.5,4.1
CCOC(=O)C1CCN(Cc2oc(CO)cc(=O)c2O)CC1,-7.1,0.13,.,-7.2,12.0,1,4.7,3.1,7.8
CCOc1ccc(C2Nc3ccc4ccccc4c3-c3c2c(=O)oc2ccccc32)cc1 (centres undefined),-0.7,-1.52,0.199,-7.5,-9.0,0.2,84.3*,6.0,-3.5

# Pulled by structure from the entries so far (four):
SMILES,PostGolgi ctrl,PTK2B oligo ant,DAT uptake mod,PTPN22 inh 2,Ecoli WT expand,CYP2C9 activ,CYP2C9 inh,LYP act,PostGolgi yeast
CCOc1ccc(C2Nc3ccc4ccccc4c3-c3c2c(=O)oc2ccccc32)cc1 (centres undefined),-0.7,-1.52,0.199,-7.5,-9.0,0.2,84.3*,6.0,-3.5
O=C(O)Cn1cccc1C(=O)c1ccccc1,11.9,-0.24,-1.3,3.1,7.0,.,.,-5.7,0.0
O=C1NC2NC(=O)N(C(Cc3ccccc3)C(=O)O)C2N1 (centres undefined),2.3,1.22,-1.63,-1.0,5.0,1.2,-17.2,-0.1,-14.4
N#CC(c1cccc(Cl)c1)c1ccc2c(C(F)(F)F)cc(C(F)(F)F)nc2n1 (centres undefined),101.6*,-2.53,-0.13,9.4,0.0,0.2,77.7*,-6.1,99.4*

# Results in DAT uptake mod, for some of the entries so far:
canonical_smiles | DAT uptake mod
Cc1ccccc1CSc1n[nH]c(NS(=O)(=O)c2ccccc2)n1 | -0.713
Nc1c(C(=O)c2ccc(F)cc2)oc2ccccc12 | -0.0411

# (more compounds)
SMILES,PostGolgi ctrl,PTK2B oligo ant,DAT uptake mod,PTPN22 inh 2,Ecoli WT expand,CYP2C9 activ,CYP2C9 inh,LYP act,PostGolgi yeast
CC1CCN(CC(O)COCCC23CC4CC(CC(C4)C2)C3)CC1 (centres undefined),19.8,0.29,0.076,-3.5,20.0,1.1,-7.1,5.2,12.5
CCOc1ccc(CC(=O)NCc2cn3c(C)csc3n2)cc1,-1.6,.,0.201,-1.0,-1.0,1.2,-19.9,-2.8,-2.4
COc1cc2c(cc1OC)CN(c1ccc(-c3ccccc3OC)nn1)CC2,4.8,1.63,1.14,.,-12.0,2.4*,-139.7,.,4.3
O=S(=O)(NCCCN1CCN(c2ccccc2F)CC1)c1cccc2cccnc12,-3.6,.,1.65,6.6,9.0,2.3*,-134.6,-6.5,2.5
COc1ccc(C(=O)N(Cc2ccco2)Cc2cc3cc(C)ccc3[nH]c2=O)cc1OC,.,1.56,1.66,0.0,.,.,.,6.4,.
CCC(c1nnnn1CCOC)N(Cc1cc2c(C)cc(C)cc2[nH]c1=O)CC1CCCO1 (centres undefined),-7.5,1.48,0.727,7.8,3.0,0.8,20.6,-3.9,-7.9
COc1ccc(CN2C(=O)[C@@H]3C(c4ccc(F)cc4)=NO[C@@H]3C2=O)cc1,14.6,1.29,-0.212,-7.8,-1.0,1.2,-24.9,5.5,1.9
CC1Oc2ccccc2N(CC(=O)c2cccc(Cl)c2)C1=O (centres undefined),10.6,0.02,1.06,4.3,-16.0,0.1,92.8*,-4.1,2.6
CC(C)NC(=O)C1CCCN(c2nnc(-n3cccc3)s2)C1 (centres undefined),-0.7,.,0.716,-2.5,-2.0,0.8,22.3,-0.3,10.6
O=C(NCc1ccco1)c1ccc(Cn2cc([N+](=O)[O-])cn2)o1,3.8,0.23,-0.36,7.7,10.0,1,4.7,-7.1,0.3
CCN(CC)c1ccc(C(=O)c2ccccc2C(=O)O)c(O)c1,.,0.55,0.835,12.6,.,.,.,-11.8,.
O=C(NCc1ccco1)c1cccc(NC(=O)c2ccccc2)c1,8.8,-0.26,-0.207,-14.4,9.0,0.1,93.3*,11.1,-6.8
CC(C)n1c(-c2ccccc2F)n[nH]c1=S,4.3,1.84,-0.257,0.6,5.0,1.1,-11.2,2.1,-9.0
c1ccc2c(CCNc3ncnc4nc[nH]c34)c[nH]c2c1,0.5,.,0.0323,.,6.0,1.4,-41.1,.,-0.7
O=C(CN1CCN(Cc2ccccc2Cl)C1=O)N1CCCCCC1,-3.0,0.13,0.32,2.9,-2.0,1.5,-46.6,-1.3,-3.5
CCN1CCN(c2nc3ccccc3nc2C(C#N)C(=O)OC2CCCCC2)CC1 (centres undefined),-1.7,-1.42,-0.0225,3.0,-6.0,0.8,20.4,-5.3,1.6
O=C(NCC(=O)N(c1cccnc1)C(C(=O)NCc1ccco1)c1ccccc1)c1ccco1 (centres undefined),-0.1,0.28,0.128,2.1,5.0,1,1.4,-4.5,39.2*
O=C(CSc1nnc(COc2ccccc2Cl)o1)NC(=O)NC1CCCC1,15.0,-0.64,0.0803,0.8,6.0,0.7,34.9,-0.9,-6.1
c1ccc(-c2nc(NCCCN3CCOCC3)c3ccccc3n2)cc1,-1.3,-0.81,1.15,0.4,12.0,1,2.9,-0.5,3.1
O=C(O)CCC(=O)c1cccc2ccccc12,.,2.48,0.0121,.,.,1.2,-20.7,.,.
CNC(=O)c1ccc(Nc2nnc(C)c3ccccc23)cc1,.,0.01,0.541,-4.4,.,.,.,2.6,.

# Arranged by count of non-hydrogen atoms (largest number first): some entries from above.
SMILES,PostGolgi ctrl,PTK2B oligo ant,DAT uptake mod,PTPN22 inh 2,Ecoli WT expand,CYP2C9 activ,CYP2C9 inh,LYP act,PostGolgi yeast
O=C(NCC(=O)N(c1cccnc1)C(C(=O)NCc1ccco1)c1ccccc1)c1ccco1 (centres undefined),-0.1,0.28,0.128,2.1,5.0,1,1.4,-4.5,39.2*
CC1CCN(CC(O)COCCC23CC4CC(CC(C4)C2)C3)CC1 (centres undefined),19.8,0.29,0.076,-3.5,20.0,1.1,-7.1,5.2,12.5
CC1Oc2ccccc2N(CC(=O)c2cccc(Cl)c2)C1=O (centres undefined),10.6,0.02,1.06,4.3,-16.0,0.1,92.8*,-4.1,2.6
